# DUSP3 inh: inhibitors of human VHR1 phosphatase (DUSP3); inhibition, % at 13.3 µM; recombinant VHR phosphatase, pNPP absorbance; hit rate 0.52% among 290,000; AID 1654; P51452; in the data active means inhibition above about 50%; further: some compounds called inactive have numbers as strong as hits
# Target sequence (P51452 whole entry, looked up): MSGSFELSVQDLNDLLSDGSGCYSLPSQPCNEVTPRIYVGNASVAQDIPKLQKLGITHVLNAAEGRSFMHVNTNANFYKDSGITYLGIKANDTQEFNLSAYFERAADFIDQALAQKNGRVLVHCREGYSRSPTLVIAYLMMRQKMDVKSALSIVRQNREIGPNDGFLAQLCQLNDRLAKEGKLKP
# PfHsp40 yeast: compounds rescuing yeast from Plasmodium falciparum HSP40 toxicity; S. cerevisiae expressing PfHsp40, growth rescue, ATP luminescence; growth rescue, % at 12.5 µM; hit rate 0.68% among 340,000; in the data active means growth rescue above about 28%, passing the limit was not always enough; inconclusive means no clear call, values can overlap the other calls;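 further: yeast W303a lacking pdr1 and pdr3 grown in galactose medium; growth measured after three days at 30 °C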
# CCHFV vOTU inh: blocks the CCHF virus ovarian tumor domain protease; CCHFV vOTU protease, Pep-AMC fluorescence; inhibition, % at 11.5 µM; hit rate 0.55% among 370,000; AID 651958; in the data active means inhibition above about 30%; further: 0% = vehicle wells with enzyme and 100% = no enzyme wells
# SSB-PriA inh: inhibitors of Klebsiella pneumoniae PriA binding to SSB C-terminal tail; AlphaScreen SSBct-PriA binding, biotinylated peptide; inhibition, % at 33 µM; hit rate 0.6% among 430,000; AID 1272365; in the data active means inhibition mostly above about 37%, no sharp cut-off; inactive means mostly below about 20%;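 further: plate controls were negative control peptide for no effect and reference peptide for full effect; strong numbers were not always called active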
# TcdB GH inh: blocks C. difficile toxin B glycohydrolase activity; P18177; TcdB glycohydrolase enzymatic assay, plate reader; inhibition, % at 9.99 µM; hit rate 0.24% among 350,000; AID 652162; in the data active means inhibition above about 10%
# Vc quorum ag: induces V. cholerae light production without autoinducers. V. cholerae BH1578 lux reporter, luminescence, 6 h. activation, % at 18.7 µM. hit rate 0.16% among 350,000. AID 588436; in the data active means activation mostly above about 9.7%, no sharp cut-off; inconclusive means no clear call, values can overlap the other calls; inactive means mostly below about 3.7%; further: not every result past the cut was called active; inactives centre near 0; reference of the scale not given here
# 3CLpro inhibitor: SARS-CoV 3CLpro protease inhibition; P0C6X7; recombinant SARS-CoV 3CLpro, quenched FRET peptide cleavage; inhibition, % at 6 µM; hit rate 0.14% among 290,000; in the data active means inhibition above about 12%
# Yp Topo-I inh: Y. pestis Topo-I inhibition via cleavage products | Y. pestis Topo-I cleavage product accumulation, plate reader | activity, % at 10 µM | hit rate 0.064% among 360,000; in the data active means activity above about 50%, passing the limit was not always enough; inconclusive means no clear call, values can overlap the other calls; further: inactives centre near 2
# BoNT-A LC inh2: inhibitors of Botulinum neurotoxin A light chain protease | hit rate 0.17% among 360,000 | multiplex microsphere protease substrate cleavage, flow cytometry | inhibition, % at 10 µM | AID 588499; further: plate controls were buffer without enzyme for full effect and enzyme alone for no effect
# Anthrax LF prot: anthrax lethal factor protease inhibition. P15917. multiplex microsphere protease cleavage assay, LF. inhibition, % at 10 µM. hit rate 0.12% among 360,000; further: plate controls were buffer without enzyme for full effect and enzyme alone for no effect
# Target sequence (P15917 whole entry, looked up): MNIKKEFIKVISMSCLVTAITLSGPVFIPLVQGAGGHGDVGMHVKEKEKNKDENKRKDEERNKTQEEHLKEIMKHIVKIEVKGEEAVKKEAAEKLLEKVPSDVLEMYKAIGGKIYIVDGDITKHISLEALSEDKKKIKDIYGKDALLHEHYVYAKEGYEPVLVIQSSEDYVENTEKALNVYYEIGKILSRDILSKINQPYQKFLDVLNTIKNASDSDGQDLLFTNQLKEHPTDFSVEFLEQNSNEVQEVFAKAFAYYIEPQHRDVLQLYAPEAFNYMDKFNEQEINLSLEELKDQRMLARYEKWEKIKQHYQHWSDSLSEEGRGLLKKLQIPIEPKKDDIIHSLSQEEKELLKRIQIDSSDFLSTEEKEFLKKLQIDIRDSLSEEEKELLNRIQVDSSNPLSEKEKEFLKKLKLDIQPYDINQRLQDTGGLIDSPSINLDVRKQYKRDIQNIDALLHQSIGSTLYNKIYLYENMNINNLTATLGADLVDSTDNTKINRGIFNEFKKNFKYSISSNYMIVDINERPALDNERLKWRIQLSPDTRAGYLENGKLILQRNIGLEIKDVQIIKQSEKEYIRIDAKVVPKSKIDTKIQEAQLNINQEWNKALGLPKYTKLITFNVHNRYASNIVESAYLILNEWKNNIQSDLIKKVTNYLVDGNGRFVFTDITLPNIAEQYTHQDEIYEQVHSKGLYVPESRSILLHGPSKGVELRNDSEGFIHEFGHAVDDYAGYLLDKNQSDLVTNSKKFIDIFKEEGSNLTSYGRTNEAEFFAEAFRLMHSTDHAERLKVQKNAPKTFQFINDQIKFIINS
# Starred values were filed as active, the others as inactive; i = inactive; ? = inconclusive; · = no result given; & = joins results of further samples. Unless noted, no stated cut-off is given here; in the data, active means inhibition above about 30%; inconclusive means no clear call, values can overlap the other calls; inactive means below that. A portion of the library (hit frequency here may not be typical).
# Every second line gives: TcdB GH inh, PfHsp40 yeast, Vc quorum ag, CCHFV vOTU inh, Yp Topo-I inh, BoNT-A LC inh2, 3CLpro inhibitor, SSB-PriA inh, Anthrax LF prot, DUSP3 inh
- O=C(CSc1ncccn1)NC(=O)NC1CCCC1
    0.0, ·, -0.5, -6, 3, 0.2, ·, ·, -2, ·
- COc1ccc(N2CCN(C(=O)C3CCCN(S(=O)(=O)c4ccc5c(c4)oc(=O)n5C)C3)CC2)cc1 (configuration not stated)
    1.6, 0.1, -0.3, 12, -6, 0.8, -6, 6, 1, 6
- Cc1ccc(C(O)c2ncc(-c3ccccc3F)[nH]2)cc1F (configuration not stated)
    1.8, ·, -1.4, -6, -4, 0.1, ·, ·, -7, ·
- COc1ccc2c(C)c(Cl)c(=O)oc2c1
    ·, 1.7, 0.6, -107, -3, -1.7, -5, -9, -5, 26
- COc1ccc(-c2nc(N)ncc2-c2ccc(Cl)cc2)c(O)c1
    -0.9, 4.5, i, 1, -3, 0.1, 5, 1&0, -2, 9
- Cc1cccc(NC(=S)NCC(c2cccnc2)N2CCOCC2)c1 (configuration not stated)
    0.3, -0.6, -0.1, 5, 14, 0.2, -2, -16, -3, 7
- COc1ccc(S(=O)(=O)Nc2cccc(SC)c2)cc1C(=O)N1CCOCC1
    0.5, -1.1, i, 14, 2, 2.0, -2, 8, -10, 8
- CC(=O)Nc1ccc(NC2=CC(=O)c3ccccc3C2=O)cc1
    0.0, 0.3, 0.4, 3, -1, -0.4, -5, 6, -4, 3
- O=C1c2ccccc2C(=O)c2c(Nc3ccc(CCO)cc3)ccc(O)c21
    1.3, -0.6, -0.8, -10, -8, 1.2, 5, 56, 2, 2
- Cc1ccc2nc(-c3ccc(NC(=S)NCCC(C)C)cc3)sc2c1
    ·, -0.9, i, -11, 0, 1.7, -4, -9, 5, ·
- CCN(CC)S(=O)(=O)c1ccc(/C=C/C(=O)OCC(=O)N(C)C)cc1
    3.2, -0.6, 1.9, -7, 1, 0.5, 6, -11, -2, 17
- CC(=O)O[C@@]12CO[C@@H]1C[C@@H](O)[C@@]1(C)C(=O)[C@H](O)C3=C(C)[C@@H](OC(=O)[C@H](O)[C@@H](NC(=O)c4ccccc4)c4ccccc4)C[C@@](O)([C@@H](OC(=O)c4ccccc4)C12)C3(C)C (some centres not stated)
    0.8, 1.1, -0.4, 14, 9, -0.1, 1, -8, -2, 12
- O=C(OCc1c(F)cccc1Cl)c1cnccn1
    ·, -0.2, -0.7, -14, 3, 1.1, -1, -8, -1, -1
- COc1ccccc1N(C)S(=O)(=O)c1ccc(C(=O)NCCCN2CCCC2=O)cc1
    0.6, ·, -0.5, -2, 3, 0.4, ·, ·, 0, ·
- COc1ccc(-n2nnnc2C(c2cccc3ccccc23)N2CCC3(CC2)C(=O)NCN3c2ccccc2)cc1 (configuration not stated)
    1.6, ·, ·, 6, ·, -0.7, ·, ·, -2, ·
- FC(F)C(F)(F)Oc1cccc(Nc2nccn3c(-c4cc(C(F)(F)F)cc(C(F)(F)F)c4)cnc23)c1
    0.9, ·, -0.5, 12, -4, -0.8, ·, ·, -5, ·
- COc1ccc(N(C)S(=O)(=O)c2c(C)[nH]c(=O)[nH]c2=O)cc1
    ·, -0.7, -0.7, 0, -8, 0.2, -8, -2, 5, 13
- CC(C)(C)c1ccc(CC(=O)N2CCC2(C)C(=O)NCc2ccc(Cl)cc2)cc1 (configuration not stated)
    -0.1, ·, -0.6, 17, 26, 0.3, ·, ·, -8, ·
- COc1ccc(C)cc1S(=O)(=O)N(C)CC(=O)N1CCC(C(N)=O)CC1
    1.8, 1.0, -0.9, -10, 0, -0.1, 3, -8, 4, 19
- COc1ccccc1C(NC(C)=O)c1c(O)ccc2ccc(O)cc12 (configuration not stated)
    -9.5, 0.0, -0.3, -4, 2, -0.6, ·, -3, 19, ·
- O=C(c1ccc(CS(=O)(=O)c2c(Cl)cccc2Cl)o1)N1CCN(c2ccccn2)CC1
    0.6, 1.0, -0.6, 1, 4, 0.1, -1, -21, -4, 46
- CCC(C(=O)Nc1ccc(C(C)C)cc1)c1ccccc1 (configuration not stated)
    0.0, -0.3, -5.6, 15, 9, 0.1, 0, 12, 3, 10
- N=C1c2ccccc2CN1NC(=O)c1cccc(S(=O)(=O)N2CCCC2)c1
    1.1, 0.2, i, 5, -4, -0.6, 3, 8, 2, 30
- Cc1ccc(NC(=S)N/N=C/c2ccc(OCCC(C)C)cc2)c(C)c1
    ·, -0.9, -0.2, 17, 3, 0.4, -1, ·, -3, 2
- COc1ccc(Nc2ncnc3c2oc2ccccc23)cc1
    ·, 1.8, -0.1, 33*, -4, -0.7, -6, -6, -5, -24
- COc1cccc(OCC(=O)O/N=C(\N)c2ccc(OC)c(OC)c2)c1
    -7.2, 5.9, -0.4, -3, 31, -0.5, 2, i, -7, 5
- Cc1ccc(NC(=O)c2cc3ccccc3cc2O)cc1
    1.6, 1.8, 1.1, 15, 2, -1.6, 0, -11, 4, 10
- COc1ccc(N2CCN(CCCN)CC2)cc1
    ·, 0.7, i, -1, 9, -0.8, 2, 48, -9, ·
- COC(=O)c1ccc(C(=O)OC)c(NC(=S)N2CCN(c3cccc(Cl)c3)CC2)c1
    ·, 1.2, 1.4, -31, 19, -1.5, -2, -2, -9, -1
- CCOc1cc(C=O)ccc1OCC(=O)N1CCCC1
    -6.5, -2.6, i, 2, 8, -0.9, 0, -7, -4, 24

# Every second line gives: TcdB GH inh, PfHsp40 yeast, Vc quorum ag, CCHFV vOTU inh, Yp Topo-I inh, BoNT-A LC inh2, 3CLpro inhibitor, SSB-PriA inh, Anthrax LF prot, DUSP3 inh
- C=CCNC(=O)CSc1nnc(C(CC)N(C)C)n1C1CCCCC1 (configuration not stated)
    -0.8, 1.3, -0.6, 3, -1, -0.1, 3, 5, 0, 4
- COc1ccc(Cl)cc1-c1nc(-c2ccc(NC(=O)c3ccncc3)cc2)no1
    ·, 0.4, 4.8, 8, -4, 1.1, 5, -1, 4, ·
- CCCNC(=O)c1onc(CSc2ccc(Cl)cc2)c1C(=O)NCCOC
    ·, -0.7, -2.4, 8, 9, -0.2, ·, -11, 2, ·
- CCOC(=O)C1(Cc2cccc(OC)c2)CCN(CC(O)CO)CC1 (configuration not stated)
    1.1, -0.3, -0.4, -4, 2, 0.6, 1, 3, 0, 13
- CCOc1ccc(N(CC(=O)Nc2ccccc2C(=O)NC(C)CC)S(C)(=O)=O)cc1 (configuration not stated)
    1.4, 0.1, -0.3, 6, -3, 0.3, 1, 0, -1, 6
- O=C(c1cc2c(s1)-c1ccccc1OC2)N1CCCC1
    0.6, ?, 0.5, -279, 11, -0.2, 0, -16, 2, 44
- COc1ccc(OC)c(C2Nc3nc4ccccc4n3C(C)=C2C(=O)Nc2ccc(C)cc2C)c1 (configuration not stated)
    ·, 0.0, -0.3, -5, 29, 1.3, -1, -7, -4, -19
- CCCC(=O)Nc1ccc(Cl)c(NC(=O)c2cccnc2)c1
    -0.5, -1.0, i, -5, 3, 0.0, 2, -19, -2, 5
- CCCC(=O)Nc1ccc(Cl)c(NC(=O)c2ccc([N+](=O)[O-])cc2Cl)c1
    ·, -1.4, -0.2, 0, -6, 0.5, 7, 10, 1, 7
- Cc1ccc(C)n1CCN1CCN(CC(=O)Nc2ccc(S(N)(=O)=O)cc2)CC1
    ·, -1.7, -0.2, 7, -9, 0.5, 7, 10, 5, 30
- O=C(CCN1C(=O)/C(=C\c2cccc(Br)c2)SC1=S)N1CCOCC1
    -0.3, -1.9, -0.4, 16, 1, -0.5, 1, -10, 5, -2
- CCOC(=O)c1cnc(SCC(=O)OCC(=O)NC2CCS(=O)(=O)C2)nc1N (configuration not stated)
    -2.7, -0.9, 32*, 8, -9, 1.4, ·, -30, -2, ·
- Cc1cc2ccc(C)c(C)c2nc1SCC(=O)c1cccs1
    ·, -0.4, -0.3, 0, 1, -0.4, 5, -25, -7, 5
- Cc1ccccc1OCCCN1CCOCC1
    0.7, 2.4, -1.2, -4, 3, -2.8, -2, -5, 12, 71
- CSc1nnc2c3ccccc3n(Cc3ccccc3)c2n1
    ·, 0.1, 0.0, -4, 4, 0.7, -6, -4, 2, 6
- Cn1c(=O)c2[nH]c(C3CC4CCC3C4)nc2n(C)c1=O (configuration not stated)
    0.6, -1.8, i, 9, 9, 0.3, ·, -11, 5, ·
- Cc1ccc(-c2noc(CN(C)C(=O)c3ccc(Br)o3)n2)cc1
    0.0, -0.1, -12, 7, 16, 2.3, ·, 12, -1, ·
- CC(=O)N[C@@H](Cc1c[nH]c2ccccc12)C(=O)OCC(=O)Nc1cc(C)on1
    1.7, -1.4, i, 3, -4, 0.8, ·, -5, -18, ·
- COc1ccc(-c2nc(CN3CCN(Cc4cccc(F)c4)CC3)c(C)o2)cc1
    0.8, -0.5, -0.7, 1, 55*, 0.1, 1, 11, -20, 6
- CCc1cc2c(=O)c(-c3nc4ccccc4n3C)c(COCC(=O)O)oc2cc1O
    0.6, 0.3, -0.5, -17, 4, -1.4, 0, -1, 0, -1
- Cc1cc(C)c(S(=O)(=O)NC2CC(C)(C)NC(C)(C)C2)cc1C
    1.0, -0.9, i, -1, -11, -4.1, 2, -14, -6, 15
- Cc1[nH]nc(-c2ccc(O)cc2O)c1-c1ccc(Cl)cc1
    ·, 0.1, -0.3, 5, -3, -1.2, 3, 2, -16, -1
- COc1cc(C)ccc1OCCOCCOc1c(C)cc(C)cc1Br
    ·, 7.8, i, 17, 38, -1.1, 0, -43, -2, 38
- CN(C)Cc1cnc2ccc(Cl)cn12
    ·, -0.7, -0.1, -6, 6, 0.6, -6, -17, -16, 21
- CCCCOC(=O)c1ccc(N/C(=N\S(=O)(=O)c2ccccc2)c2ccccc2)cc1
    -0.5, -2.0, i, 7, 12, -1.0, -2, ·, -6, -4
- COc1ccc(C2=NS(=O)(=O)N(C)C(C(=O)NCc3ccc(F)cc3)=C2)cc1OC
    0.9, 0.6, -0.1, 4, 8, 0.8, -4, -6, 4, -2
- COc1cc(/C=C/C(=O)N[C@@H](Cc2c[nH]c3ccccc23)C(=O)O)ccc1O
    2.4, -1.1, 0.9, -4, 8, 0.2, -4, -25, -2, 20
- O=C1C=CC2=C3c4cc(O)c(O)cc4CC3(O)COC2=C1O (configuration not stated)
    -14, 3.5, -0.4, 8, -10, -7.5, ·, 7, -10, ·
- O=C(N/N=C/c1ccccc1C(=O)O)c1cc(-c2ccc3c4c(cccc24)CC3)n[nH]1
    0.5, 1.1, -0.2, 27, -3, 0.0, 6, ·, -1, 17

# Only Anthrax LF prot and 3CLpro inhibitor (7 entries from above):
SMILES,Anthrax LF prot,3CLpro inhibitor
Cc1ccc(-c2noc(CN(C)C(=O)c3ccc(Br)o3)n2)cc1,-1,·
CC(=O)N[C@@H](Cc1c[nH]c2ccccc12)C(=O)OCC(=O)Nc1cc(C)on1,-18,·
COc1ccc(-c2nc(CN3CCN(Cc4cccc(F)c4)CC3)c(C)o2)cc1,-20,1
CCc1cc2c(=O)c(-c3nc4ccccc4n3C)c(COCC(=O)O)oc2cc1O,0,0
Cc1cc(C)c(S(=O)(=O)NC2CC(C)(C)NC(C)(C)C2)cc1C,-6,2
Cc1[nH]nc(-c2ccc(O)cc2O)c1-c1ccc(Cl)cc1,-16,3
COc1cc(C)ccc1OCCOCCOc1c(C)cc(C)cc1Br,-2,0

# Entries of single compounds, quoted from the list. Values in the order: TcdB GH inh | PfHsp40 yeast | Vc quorum ag | CCHFV vOTU inh | Yp Topo-I inh | BoNT-A LC inh2 | 3CLpro inhibitor | SSB-PriA inh | Anthrax LF prot | DUSP3 inh
# CCOc1ccc(N(CC(=O)Nc2ccccc2C(=O)NC(C)CC)S(C)(=O)=O)cc1 (configuration not stated) as listed: 1.4 | 0.1 | -0.3 | 6 | -3 | 0.3 | 1 | 0 | -1 | 6
# COc1ccc(Cl)cc1-c1nc(-c2ccc(NC(=O)c3ccncc3)cc2)no1 as listed: · | 0.4 | 4.8 | 8 | -4 | 1.1 | 5 | -1 | 4 | ·

# Screening data deposited in PubChem BioAssay by several laboratories.
